RBBP9 inhibitor – human RBBP9 inhibitors, primary screen, biochemical, fluorescence polarization, FP-Rh probe, HTS; recombinant RBBP9; 220,000 compounds, 0.2% hits; Serine hydrolase RBBP9 (Homo sapiens), O75884; inhibition, % at 7.94 µM;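 active = inhibition above the campaign mean of all tested compounds plus 3 SD, cut at about 14% in these data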;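 note: plate controls were DMSO wells with RBBP9 for no effect and wells lacking RBBP9 protein for full effect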
Target sequence (O75884 whole entry, looked up): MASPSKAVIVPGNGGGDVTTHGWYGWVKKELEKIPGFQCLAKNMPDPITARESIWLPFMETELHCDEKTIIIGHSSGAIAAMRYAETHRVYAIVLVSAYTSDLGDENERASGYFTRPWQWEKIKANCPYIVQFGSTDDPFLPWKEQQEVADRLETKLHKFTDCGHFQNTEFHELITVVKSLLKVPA
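system = RBBP9 protein | input = RBBP9 at 2.5 µM in dispensed solution, before mixing | measured by = fluorescence polarization (mP), excitation 525 nm, emission 598 nm | incubation = enzyme-compound preincubation 30 min, then probe labeling 45 min, 25 °C | buffer or medium = Tris-NaCl-Pluronic buffer, pH 8.0 | compound = single dose 7.94 µM | also added = FP-Rh probe, 375 nM dispensing solution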
Ba/F3 V617F tox – reduced viability of JAK2V617F-dependent Ba/F3 cells, primary screen, JAK2V617F inhibitor project, cell-based, Ba/F3 EpoR-JAK2V617F, luminescence; ATP luminescence; inhibition, % at 5.6 µM; 220,000 compounds, 1.1% hits; AID 1446, 2008;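 active = inhibition above the campaign mean plus 3 SD over all tested compounds, cut at about 24% in these data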;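 note: cytokine-independent growth of Ba/F3 cells driven by EpoR plus mutant JAK2; 0% = DMSO-treated cells and 100% = JAK inhibitor I control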
PPC-1+TRAIL kill – compounds killing PPC-1 cancer cells with TRAIL present, primary screen, TRAIL potentiator project, ATPLite luminescence, uHTS; PPC-1 cells + TRAIL, ATPLite viability luminescence; cell killing (% activity), % at 4 µM; 220,000 compounds, 0.41% hits; AID 1443, 2008;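 active = cell killing above 50% in the first pass at 4 µM, then a duplicate retest at 5 µM averaging 50% or more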;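 note: plate controls were cells with TRAIL plus DMSO for no effect and medium-only wells lacking cells for full effect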
Furin inh – human furin inhibitors, primary screen, biochemical, fluorescence intensity; P09958; purified furin, fluorogenic substrate cleavage; 220,000 compounds, 0.061% hits; inhibition, % at 30 µM; in the data active = inhibition above about 25%; note: inactives centre near -15
p97 inhibitor – inhibitors of human p97 ATPase, primary screen, biochemical; Transitional endoplasmic reticulum ATPase (Homo sapiens), P55072; recombinant p97 ATPase, Kinase-Glo ATP luminescence, 3 h; inhibition, % at 8 µM; 220,000 compounds, 0.42% hits; in the data active = inhibition above about 15%;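 note: 0% = DMSO vehicle and 100% = wells lacking enzyme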
Target sequence (P55072 whole entry, looked up): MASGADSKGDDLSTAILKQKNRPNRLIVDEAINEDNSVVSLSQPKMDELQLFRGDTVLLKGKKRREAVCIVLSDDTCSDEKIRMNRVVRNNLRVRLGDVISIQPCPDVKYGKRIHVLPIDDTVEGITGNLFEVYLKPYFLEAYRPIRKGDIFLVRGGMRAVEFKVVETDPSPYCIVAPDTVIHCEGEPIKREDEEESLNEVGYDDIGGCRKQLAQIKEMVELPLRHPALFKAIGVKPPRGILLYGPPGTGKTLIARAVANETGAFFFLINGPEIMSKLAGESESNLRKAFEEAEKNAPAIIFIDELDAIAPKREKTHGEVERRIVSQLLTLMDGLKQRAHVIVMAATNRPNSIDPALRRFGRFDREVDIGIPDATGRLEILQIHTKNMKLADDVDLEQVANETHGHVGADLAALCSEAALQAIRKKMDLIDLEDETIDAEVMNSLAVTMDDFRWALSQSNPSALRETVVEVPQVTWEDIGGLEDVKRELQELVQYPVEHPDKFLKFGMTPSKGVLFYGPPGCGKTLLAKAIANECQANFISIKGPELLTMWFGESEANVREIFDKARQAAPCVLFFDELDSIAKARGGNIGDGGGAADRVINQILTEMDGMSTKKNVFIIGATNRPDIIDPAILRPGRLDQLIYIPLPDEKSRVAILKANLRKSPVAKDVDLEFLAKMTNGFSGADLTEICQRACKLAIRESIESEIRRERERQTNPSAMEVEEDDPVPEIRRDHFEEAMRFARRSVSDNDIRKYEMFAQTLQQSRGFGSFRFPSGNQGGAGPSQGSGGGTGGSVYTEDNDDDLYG
BaF3 parental – parental Ba/F3 cell viability inhibition, counter-screen for JAK2V617F inhibitor project, murine pro-B, CellTiter-Glo luminescence | CellTiter-Glo ATP luminescence | AID 1486, 2009 | 220,000 compounds, 1.1% hits | inhibition, % at 5.6 µM;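 active = inhibition above a per-campaign cutoff, the mean inhibition of all tested compounds plus 3 SD, cut at about 27% in these data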;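 note: 0% = DMSO wells and 100% = JAK Inhibitor I control wells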
Tb hexokinase – Trypanosoma brucei hexokinase 1 inhibitors, primary screen, biochemical, G6PDH-coupled NADH absorbance, MLSCN library; hexokinase 1 [Trypanosoma brucei]; recombinant TbHK1, G6PDH-coupled NADH A340; inhibition, % at 10 µM; 220,000 compounds, 0.11% hits;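 active = inhibition of 50% or more in the single-dose primary screen; inactive = inhibition below 50%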
PGE2 EP2 inh – human EP2 receptor antagonists, primary screen, TR-FRET cAMP, C6 glioma cells; Prostaglandin E2 receptor EP2 subtype (Homo sapiens), P43116; 260,000 compounds, 0.52% hits; AID 1422, 2008; C6 glioma cells expressing human EP2; cells stimulated with saturating PGE2; inhibition, % at 25 µM;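 active = percent inhibition above 40 after rounding to a whole number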;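 note: rat C6 glioma host cells with rolipram phosphodiesterase inhibitor present; the protocol text gives 20 µM as final concentration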
NCF1 inh – p47phox/p22phox peptide binding inhibitors, primary screen, biochemical, uHTS, NADPH oxidase regulatory subunit; Neutrophil cytosol factor 1 (Homo sapiens), P14598; fluorescence polarization, 2 h; inhibition, % at 24.7 µM; 220,000 compounds, 0.53% hits; AID 1274, 2008;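 active = inhibition above about 30%, limit read from the data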;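 note: 0% = p47phox with labelled peptide and 100% = labelled peptide alone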
Active calls of the source: *; . = no result given; & = joins results of further samples; [ ] = another dose, or the depositor's remark. An excerpt, so the mix of outcomes need not match the whole.

SMILES	RBBP9 inhibitor	Ba/F3 V617F tox	PPC-1+TRAIL kill	Furin inh	p97 inhibitor	BaF3 parental	Tb hexokinase	PGE2 EP2 inh	NCF1 inh
O=c1[nH]c2ccccc2nc1/C=C(\O)C(F)F	-6	-2	16	-4	5	8	14	25	-48
COc1cccc(NC(=O)C2CCCN2C(=O)OCc2ccccc2)c1 (stereo unspecified)	-1	-3	8	-17	3	6	0	10	-4
O=c1cc(CN2CCN(c3cccc(Cl)c3)CC2)c2cc(O)c(-c3ccccc3)cc2o1	-13	2	16	-2[20 µM]	4	4	-8	.	-34
N#Cc1cccc(Cn2nnc(-c3ccccc3)n2)c1	0	-1	14	-19[20 µM]	-4	0	-13	10	6
COc1ccc(Cn2c(CCC(=O)Nc3ccc(CC#N)cc3)nc3cccnc32)cc1	-6	3	6	-19	2	4	-4	6	-12
COc1ccc(S(=O)(=O)c2ccc(OC)c(OC)c2)cc1OC	-7	-2	-10	-31	4	4	-1	10	-4
O=c1c2c3c(sc2ncn1/N=C/c1ccc(Br)o1)CCCC3	-5	-1	16	-23	2	1	-9	11	-5
Cc1c(C)c2ccc(OS(C)(=O)=O)cc2oc1=O	-7	-2	35	-26	4	7	2	4	-15
CCN(CC)C(=O)c1sc(N)c(C#N)c1C	8	0	4	-14	6	2	2	14	-17
COC(=O)NC1(C(F)(F)F)C(=O)NC(C)=C1C(=O)OC (stereo unspecified)	-9	2	-2	-19[20 µM]	1	6	-1	10	-11
O=C(O)Cn1ncn(-c2ccc(OC(F)(F)F)cc2)c1=O	-10	0	14	-22	1	4	3	4	-3
CCN1C(C)=C(C)S/C1=C1\SC(=S)N(C2CCCCC2)C1=O	-6	-5	.	-20	3	3	1	10	-17
Cc1ccc(CCNC(=O)Cn2cccc2)cc1	9	2	9	-11[20 µM]	-7	3	-3	9	-17
OCCC1CN(Cc2cccn2-c2ccccn2)CCN1C1CCCC1 (stereo unspecified)	2	-1	12	-19	-1	0	-11	2	11
Cc1cc(C(=O)Nc2c(C)n(C)n(-c3ccccc3)c2=O)c(C)o1	2	-4	20	-22[20 µM]	5	5	3	3	5
O=C(O)c1cccnc1Nc1ccc(Cl)cc1	-2	28*	-1	4	3	33*	-4	7	-2
CC(C)(C)OC(=O)N1CCC(NC(=O)c2[nH]cnc2C(=O)N[C@@H](Cc2ccccc2)C(=O)OCc2ccccc2)CC1	-19	-1	-2	-18	-4	-4	-2	7	-12
CCOCC(=O)Nc1c(C(=O)Nc2ccccc2OC)oc2ccccc12	-8	-3	9	-29	11	-3	4	10	1
CCc1ccc(/C=C2\SC(=S)N(CCC(=O)N3CCN(C)CC3)C2=O)cc1	2	1	16	-11	1	7	-9	4	-140
COC(=O)c1sccc1NC(=O)NC1CCCCC1	-7	0	6	-12	1	3	-4	7	-6
Cc1cc(C)c(C)c(S(=O)(=O)NC(C(=O)O)C(C)C)c1C (stereo unspecified)	-5	1	-6	-22	1	4	-7	13	3
CCCCOC(=O)C1=C(C)Nc2ncnn2C1c1ccc(OCC)c(OC)c1 (stereo unspecified)	-1	-2	1	-16	1	-1	0	5	-13
Cc1n[nH]c(C)c1S(=O)(=O)N(CC(=O)N1CCc2ccccc21)c1ccc(C(C)C)cc1	-5	-1	12	-18	4	2	4	13	-1
COc1ccc(NC(=O)CCS(=O)(=O)c2ccc3c(c2)CCCN3C(C)=O)cc1Cl	-2	-2	-32	-13[20 µM]	6	4	2	8	1
CC1CC(=O)Nc2ccccc2N1S(=O)(=O)c1ccc(Cl)cc1 (stereo unspecified)	-10	-3	-20	-11	-1	2	-4	9	-11

Profiles, quoted from the list. Screens in order: RBBP9 inhibitor	Ba/F3 V617F tox	PPC-1+TRAIL kill	Furin inh	p97 inhibitor	BaF3 parental	Tb hexokinase	PGE2 EP2 inh	NCF1 inh
COc1ccc(NC(=O)CCS(=O)(=O)c2ccc3c(c2)CCCN3C(C)=O)cc1Cl as listed: -2	-2	-32	-13[20 µM]	6	4	2	8	1
O=c1c2c3c(sc2ncn1/N=C/c1ccc(Br)o1)CCCC3 as listed: -5	-1	16	-23	2	1	-9	11	-5
O=C(O)c1cccnc1Nc1ccc(Cl)cc1 as listed: -2	28*	-1	4	3	33*	-4	7	-2

Next part.
SMILES	RBBP9 inhibitor	Ba/F3 V617F tox	PPC-1+TRAIL kill	Furin inh	p97 inhibitor	BaF3 parental	Tb hexokinase	PGE2 EP2 inh	NCF1 inh
O=C(O)CNS(=O)(=O)c1ccc(-c2ccccc2)cc1	6	-2	30	-13[20 µM]	4	4	-1	2	-2
COc1ccc2[nH]c(C(=O)O)c(NS(=O)(=O)c3ccc(OC)c(OC)c3)c2c1	-1	-3	-5	-15	-2	0	-12	4	-3
COc1ccc(-c2cc(-n3c(C(F)(F)F)nc4ccccc43)n(CCC#N)n2)cc1	-7	0	-1	-20	-1	3	-14	11	-16
COc1ccc(-c2csc3ncnc(Oc4cccc5ccc(C)nc45)c23)cc1	-9	-3	12	-16	2	2	-8	8	-37
COc1ccc(N2CC(C(=O)Nc3cccc(C)n3)CC2=O)cc1 (stereo unspecified)	-6	-1	-1	-18	3	4	2	8	-8
O=C(NC1CCCCC1)N1CCC(c2nc3ccc(Cl)cc3[nH]2)CC1	-8	4	22	-9	-4	12	36	6	2
N#CCc1nn(-c2ccc(Cl)cc2)c(N)c1C#N	-2	-5	-3	-10	3	2	3	3	-11
COc1ccc(-c2noc(CSc3nnc(-c4ccncc4)n3-c3ccc(F)cc3)n2)cc1OC	-6	1	-2	-23[20 µM]	1	4	-12	10	3
COCCN(C(=O)CNC(=O)c1cccs1)C(C(=O)NC(C)(C)C)c1ccccc1 (stereo unspecified)	-4	4	21	-14	-2	8	7	22&7	-3
Cc1ccc(Cl)c(OCCCCN(C)Cc2ccccc2)c1	1	-3	4	-15	-3	0	12	10	-1
O=C(NCC1CCCO1)C(c1ccncc1)N(Cc1cccs1)C(=O)CN1C(=O)c2ccccc2S1(=O)=O (stereo unspecified)	-4	-3	13	-41	4	8	-4	6	-4
COCc1cc(C)nc2sc(C(=O)NN)c(-n3cccc3)c12	1	1	0	-33	13	6	4	4	-11
COC(=O)CCCC1=CC2=C(c3ccccc3)C(=O)C(C)(OC(=O)C3CCCC3)C(=O)C2=CN1C1CC1 (stereo unspecified)	.	.	9	-18	.	.	-17	9	-31
CCc1ccc(/C=N/NC(=O)c2cc(C3CC3)nc3ccc(Br)cc23)s1	0	-1	-6	-17[20 µM]	0	2	-27	8	-25
CNS(=O)(=O)c1ccc2nc(NC(=O)/C=C/c3ccco3)sc2c1	-4	-1	-4	2	6	2	-13	5	-29
CCOC(=O)C(=O)Nc1ccccc1C(=O)OC	2	-3	17	-28	8	6	-1	10	3
CCOC(=O)N1CCN(C(=O)c2ccc(OC(C)=O)cc2)CC1	-7	3	-4	-8	1	4	9	3	-2
C/C(=N\O)C(C)(C)Nc1cccc(Br)c1	-6	-1	5	-25	6	0	-8	6	-8
C=CCN1C(=O)C(CC(=O)Nc2ccc(OCC)cc2)N(Cc2ccccn2)C1=S (stereo unspecified)	-5	1	2	-21	2	8	-2	3	8
CCOC(=O)N1CCN(CC(=O)c2ccc3c(c2)CCN3)CC1	1	-1	8	-11	1	1	44	2	-4
O=C(COc1ccc(S(=O)(=O)NC2CCCCC2)cc1)NC1CCCCC1	-23	4	-5	5[20 µM]	-10	8	9	3	-4
Cc1ccc(/C=N/NC(=O)Cn2cnc3ccccc32)o1	-8	1	8	-19[20 µM]	4	3	-19	15	-3
O=C(N/N=C/c1ccc(OC(=O)c2ccccc2)cc1)c1cccc(O)c1	-18	1	0	-23	6	3	-5	12	-11
CCCCNC(=O)c1cc2c(=O)n3cccc(C)c3nc2n(CCN2CCOCC2)c1=N	-1	1	9	-97	4	8	-5	.	-5
CC(C)Oc1ccc(C(=O)Nc2ccc(N3CCCCC3)cc2)cc1	-3	-2	12	2	2	5	19	6	-11
Later entries.
SMILES	RBBP9 inhibitor	Ba/F3 V617F tox	PPC-1+TRAIL kill	Furin inh	p97 inhibitor	BaF3 parental	Tb hexokinase	PGE2 EP2 inh	NCF1 inh
CC(=O)C1=C(C)OC2(O)c3ccccc3C(=O)C12O (stereo unspecified)	-1	3	27	-17	20*	4	-8	9	-4
CCn1cc(CN(C)C(=O)/C=C/c2ccc([N+](=O)[O-])cc2)c(C)n1	-7	0	12	-8	-2	6	-27	5	-4
Cc1cc(C)n(-c2ccc(C(=O)Nc3cccnc3Cl)cc2)n1	-1	-1	1	-20	6	-1	-3	9	-3
Cc1cc(Cl)ccc1OC(C)C(=O)Nc1ccccc1N1CCOCC1 (stereo unspecified)	-7	0	-4	-11	-5	1	-3	.	-36
COc1ccc(/C=C(\C#N)C(=O)ONC2=NCCCCC2)cc1	-9	-4	-42	-10	7	1	-14	6	-9
O=c1oc2ccccc2cc1-c1csc(Nc2nc3ccc(F)cc3s2)n1	-4	-2	6	-14	6	4	0	8	-60
O=C(O)c1ccc(NCc2nc3ccccc3n2Cc2ccccc2)cc1	-10	2	15	-8	-3	-3	-2	9	0

Seven of the compounds above, in markdown:
| Molecule | RBBP9 inhibitor | Ba/F3 V617F tox | PPC-1+TRAIL kill | Furin inh | p97 inhibitor | BaF3 parental | Tb hexokinase | PGE2 EP2 inh | NCF1 inh |
| --- | --- | --- | --- | --- | --- | --- | --- | --- | --- |
| CC(=O)C1=C(C)OC2(O)c3ccccc3C(=O)C12O (stereo unspecified) | -1 | 3 | 27 | -17 | 20* | 4 | -8 | 9 | -4 |
| CCn1cc(CN(C)C(=O)/C=C/c2ccc([N+](=O)[O-])cc2)c(C)n1 | -7 | 0 | 12 | -8 | -2 | 6 | -27 | 5 | -4 |
| Cc1cc(C)n(-c2ccc(C(=O)Nc3cccnc3Cl)cc2)n1 | -1 | -1 | 1 | -20 | 6 | -1 | -3 | 9 | -3 |
| Cc1cc(Cl)ccc1OC(C)C(=O)Nc1ccccc1N1CCOCC1 (stereo unspecified) | -7 | 0 | -4 | -11 | -5 | 1 | -3 | . | -36 |
| COc1ccc(/C=C(\C#N)C(=O)ONC2=NCCCCC2)cc1 | -9 | -4 | -42 | -10 | 7 | 1 | -14 | 6 | -9 |
| O=c1oc2ccccc2cc1-c1csc(Nc2nc3ccc(F)cc3s2)n1 | -4 | -2 | 6 | -14 | 6 | 4 | 0 | 8 | -60 |
| O=C(O)c1ccc(NCc2nc3ccccc3n2Cc2ccccc2)cc1 | -10 | 2 | 15 | -8 | -3 | -3 | -2 | 9 | 0 |
